IDE cell activ = activators of human insulin-degrading enzyme in cells. HEK cells, FAbeta-B cleavage, fluorescence polarization; 0% vehicle, 100% cell-free pure enzyme wells. activation, % at 5.96 µM. P14735. AID 493087. actives 0.073% (n = 340,000);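 active = activation above the mean of all tested compounds plus 3 SD, set per screening campaign, cut at about 17% in these data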
Target sequence (P14735 whole entry, looked up): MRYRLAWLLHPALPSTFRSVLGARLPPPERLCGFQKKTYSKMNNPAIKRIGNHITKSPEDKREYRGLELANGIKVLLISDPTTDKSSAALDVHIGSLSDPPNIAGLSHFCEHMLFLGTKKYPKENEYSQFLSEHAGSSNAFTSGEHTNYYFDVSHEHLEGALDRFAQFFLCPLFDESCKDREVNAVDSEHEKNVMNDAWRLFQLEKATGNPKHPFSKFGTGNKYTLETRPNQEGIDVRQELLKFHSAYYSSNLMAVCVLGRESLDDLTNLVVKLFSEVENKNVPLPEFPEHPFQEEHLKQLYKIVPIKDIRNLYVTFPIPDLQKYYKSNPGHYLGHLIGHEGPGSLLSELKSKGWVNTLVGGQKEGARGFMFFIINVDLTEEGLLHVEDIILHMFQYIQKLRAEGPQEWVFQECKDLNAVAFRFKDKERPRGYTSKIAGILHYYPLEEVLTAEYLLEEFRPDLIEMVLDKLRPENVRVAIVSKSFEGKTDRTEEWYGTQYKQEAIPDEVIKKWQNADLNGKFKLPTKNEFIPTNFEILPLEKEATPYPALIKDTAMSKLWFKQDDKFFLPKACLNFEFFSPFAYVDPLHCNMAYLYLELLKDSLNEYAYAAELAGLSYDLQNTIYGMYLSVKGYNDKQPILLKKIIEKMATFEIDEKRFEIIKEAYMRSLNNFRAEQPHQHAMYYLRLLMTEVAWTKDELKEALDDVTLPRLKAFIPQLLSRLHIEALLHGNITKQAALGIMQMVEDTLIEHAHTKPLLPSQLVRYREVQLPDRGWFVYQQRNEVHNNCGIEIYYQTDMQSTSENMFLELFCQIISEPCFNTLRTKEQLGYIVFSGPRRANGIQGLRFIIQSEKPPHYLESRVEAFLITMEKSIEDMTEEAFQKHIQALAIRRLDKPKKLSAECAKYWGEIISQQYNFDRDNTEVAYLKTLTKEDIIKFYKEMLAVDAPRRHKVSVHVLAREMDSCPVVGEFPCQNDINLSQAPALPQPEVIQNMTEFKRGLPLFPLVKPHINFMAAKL
MEKK2 mut-MEK5 = signal of MEK5 binding to mutant human MEKK2 PB1 domain; bead flow cytometry, Alexa488-MEK5 binding to MEKK2 mutant; percent response, % at 10 µM; actives 0.35% (n = 290,000); in the data active = percent response above about 24%, passing the limit was not always enough; also: inactives centre near 1; some results filed as inactive read as strong as hits; reference of the scale not given here
NALP1 yeast inh = blocks the NALP1 inflammasome reconstituted in yeast | inhibition, % at 10 µM | AID 2071 | S. cerevisiae NALP1/ASC/caspase-1 growth, X-gal OD620, 72 h | actives 0.61% (n = 280,000); in the data active = inhibition mostly above about 24%, no sharp cut-off; inactive = mostly below about 32%; also: some compounds called inactive have numbers as strong as hits
pCIP destab = compounds decreasing mouse p/CIP protein stability; AID 1984; Q05BA5; F442A p/CIP-EGFP cells, EGFP fluorescence, 16 h; actives 0.01% (n = 290,000); decrease of EGFP signal, % at 10 µM;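 active = EGFP signal decrease of at least 30% at 10 µM or well 3 SD below plate mean, unless failing retest; inactive = the rest, including hits failing retest or dose response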; also: some compounds called inactive have numbers as strong as hits; many of its hits are not listed in these tables
UBC9 SUMO inh = SUMOylation inhibition; inhibition, % at 35 µM; actives 0.36% (n = 290,000); P63279; HTRF SUMOylation assay, SAE1/SAE2 + UBC9, in vitro; in the data active = inhibition above about 50%, passing the limit was not always enough; also: strong numbers were not always called active
MEKK2 WT-MEK5 = raises or lowers MEK5 binding to wildtype human MEKK2 PB1 domain; actives 1.1% (n = 290,000); bead flow cytometry, Alexa488-MEK5 binding to MEKK2 WT; actives lie on both sides; binding response (% of control), % at 10 µM; in the data active = binding response below about 67% or above about 130%
IDE cell inh = cellular human IDE inhibition. P14735. HEK cells, FAbetaB cleavage, fluorescence polarization. inhibition, % at 5.59 µM. actives 0.41% (n = 320,000). AID 434962;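 active = percent inhibition above the average of all tested compounds plus 3 SD, set per screening campaign, cut at about 16% in these data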;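 also: IDE supplied by intact live HEK cells; FP after avidin binding of uncleaved biotin substrate so inhibition keeps polarization high; 0% = DMSO wells and 100% = 60 µM reference IDE inhibitor Ii1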
MEKK3 PB1 HTS = MEKK3-MEK5 PB1 interaction, increase or decrease; Q99759; bead-based flow cytometry, Alexa488-MEK5 binding to MEKK3; actives lie on both sides; 0 = blocked by unlabeled MEK5, 100 = vehicle; binding response (% of control), % at 10 µM; actives 1.4% (n = 290,000);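 active = binding response more than 3 SD above or below the average of its plate-row segment, actives on both sides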;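 also: Alexa488 bead fluorescence after subtracting the streptavidin-only scavenger bead signal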
PfM18AAP inh = PfM18AAP enzyme inhibition; recombinant PfM18AAP, H-Glu-NHMec fluorogenic cleavage; inhibition, % at 7.35 µM; actives 1.2% (n = 290,000); AID 1822;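 active = inhibition above the campaign mean inhibition over all tested compounds plus 3 SD, cut at about 28% in these data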;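 also: 0% = plate median of test compound wells and 100% = 2 mM ZnCl2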
Numbers without * were called inactive; x = no result given; [ ] = dose if it differs, or a comment. A portion of the library (hit frequency here may not be typical).

SMILES | IDE cell activ | MEKK2 mut-MEK5 | NALP1 yeast inh | pCIP destab | UBC9 SUMO inh | MEKK2 WT-MEK5 | IDE cell inh | MEKK3 PB1 HTS | PfM18AAP inh
O=C(O)c1cccc(NS(=O)(=O)c2ccc(NC(=O)c3ccco3)cc2)c1 | x | 0 | 7 | -5 | -1 | 95 | 1 | 101 | 2
COc1cc(C(=O)N2CCC(O)(c3ccccc3)CC2)cc(OC)c1OC | -1 | 5 | -7 | -8 | 3 | 104 | 2 | 109 | 5
Cc1ccc(-c2noc(N=O)c2NO)cc1 | x | 10 | -10 | -9 | -4 | 105 | 5 | 106 | 8
O=C(NC(=S)N1CCN(c2ccc([N+](=O)[O-])cc2)CC1)c1ccc(F)cc1 | 11 | -2 | 8 | 1 | 9 | 100 | -3 | 100 | 5
COc1ccc(-c2nc(CCl)cs2)cc1OC | -1 | 9 | -8 | -11 | 3 | 104 | 5 | 107 | 4
COc1ccc(-n2cnnc2SCC(=O)c2cc(C)n(Cc3cccs3)c2C)cc1 | 1 | -2 | 8 | -30 | 0 | 100 | 1 | 100 | 4
CCOc1ccc(NC(=O)Nc2cccc(C)n2)cc1 | 1 | 4 | 8 | 0 | 4 | 99 | 5 | 100 | 1
CC(=C/c1ccc(C(C)C)cc1)/C=N/NC(=O)Cn1nc(C)cc1C | -3 | 0 | 16 | -7 | 14 | 101 | -2 | 106 | -7
O=C(NCCNC(=O)c1ccccc1Cl)c1ccco1 | 2 | 2 | -25 | -4 | -8 | 100 | 7 | 102 | -9
O=c1[nH]cnc2c1C1(CCCC1)Cc1ccccc1-2 | 2 | -3 | x | 0 | 10 | 101 | -1 | 104 | -2
Cc1ccccc1/C=N/N1C(=O)CSC1=S | 3 | 15 | 7 | -8 | 6 | 113 | 0 | 117 | 35*
N#CC(C#N)=C1C=CC=CN1/C(=C\c1ccco1)C(=O)c1ccccc1 | -16 | -1 | 39 | -3 | -1 | 96 | 4 | 97 | -56
CCc1cc(=O)oc2cc(OCC(=O)NC3CC(C)(C)NC(C)(C)C3)ccc12 | 7 | 4 | 11 | 0 | x | 111 | 2 | 103 | -2
Cn1c(SCC(=O)NCc2cccs2)nnc1-c1ccc(S(=O)(=O)N2CCCC2)cc1 | 1 | -7 | -15 | -10 | 1 | 93 | 1 | 94 | 11
Cc1cccc(NC(=O)CSc2ncnc3nc[nH]c23)c1C | 3 | -3 | 5 | -8 | -8 | 93 | 4 | 90 | 2
CCOC(=O)C1(Cc2cccc(F)c2)CCN(CCCn2cccn2)CC1 | 5 | 0 | 6 | -15 | 4 | 106 | -2 | 105 | -4
Cc1ccc(-c2nnc(SCC(=O)Nc3nc4c(s3)CCCC4)n2C)cc1 | -3 | 7 | 3 | 6 | -13 | 101 | -5 | 101 | 7
Cc1cc(C)cc(OCC(=O)NN2C(=O)c3ccccc3C2=O)c1 | 4 | -2 | 33 | -3 | 3 | 98 | 3 | 98 | 4
Cc1cccc(N=Nc2cnc(N)s2)c1 | 3 | -1 | 2 | -2 | 14 | 103 | 13 | 98 | 12
COc1cc(/C=C2\SC(=S)N(C(Cc3ccccc3)C(=O)O)C2=O)ccc1O (stereo unspecified) | -58 | -9 | 0 | -130 | 19 | 89 | 46* | 90 | 11
O=P(OC1CCCCC1)(OC1CCCCC1)C(O)c1cccnc1 (stereo unspecified) | 5 | -3 | -1 | 5 | 2 | 99 | 11 | 93 | -2
CC(=O)Nc1cc[n+](C(C)C(=O)c2ccccc2)cc1 (stereo unspecified) | 0 | 11 | 9 | 4 | 17 | 110 | 2 | 106 | 3
CCn1c(C)cc(O)cc1=O | -2 | 14 | -10 | 7 | -1 | 116 | 5 | 119 | 15
O=C(CSc1nc(-c2ccccc2)cc(=O)[nH]1)Nc1ccccc1F | 1 | 5 | 25 | -13 | 12 | 104 | 0 | 105 | 0
CCNC(=S)NNC(=O)c1ccc(OC(F)F)cc1 | 5 | -1 | -3 | -1 | 9 | 93 | -2 | 90 | -12
Cc1ccc2c(CC(=O)NCC(C)(C)N3CCOCC3)coc2c1 | -1 | -13 | 10 | 6 | 0 | 83 | 10 | 90 | 5
COCC(C)NC(=O)CSc1ncnc2sc(-c3ccccc3)cc12 (stereo unspecified) | -2 | 3 | 2 | -8 | 19 | 99 | -3 | 100 | 1
CC(=O)c1ccc(N(CC(=O)NC2CCCCC2)C(=O)c2csnn2)cc1 | 1 | 5 | -2 | -1 | 11 | 109 | 1 | 103 | 1
COc1ccc(-n2nc(C(=O)NCC(=O)Nc3cccc(Cl)c3)c3ccccc3c2=O)cc1 | -5 | -7 | 29 | -24 | 6 | 82 | 0 | 85 | 0
Cc1nn(-c2ccc(N3CCOCC3)nn2)c(C)c1CCC(=O)N1CCN(C)CC1 | 0 | 2 | 5 | 14 | 18 | 98 | 4 | 99 | -2
CCCCC(=O)N1CCCC(C)C1 (stereo unspecified) | 2 | 0 | 30 | -2 | 13 | 101 | -3 | 100 | 1
COc1ccc(N2CCN(S(=O)(=O)c3c(C)nc4sccn4c3=O)CC2)cc1 | 4 | 0 | 1 | 0 | 9 | 99 | -3 | 103 | -5
CCc1ccccc1Nc1nc(-c2cccnc2)cs1 | 2 | -3 | 9 | 10 | -6 | 99 | 5 | 103 | 0
Cc1nc(-c2ccccc2)sc1C1(C)CC(c2ccc([N+](=O)[O-])cc2)=NO1 (stereo unspecified) | 1 | 3 | -5 | 1 | -21 | 111 | 1 | 108 | x
c1ccc(OCc2nn3c(Cn4nnc5ccccc54)nnc3s2)cc1 | -1 | 1 | -7 | 18 | -19 | 94 | 7 | 100 | 5
Cc1nn(-c2ccccc2)c(N2CCCC2)c1/C=C1\N=C(c2ccc(OC(C)C)cc2)OC1=O | 5 | 8 | 14 | -4 | 3 | 93 | -1 | 98 | -5
Cc1csc(NC(=O)c2ccc(S(=O)(=O)N(C)c3ccccc3)cc2)n1 | 0 | 2 | 5 | 8 | -2 | 101 | 5 | 97 | 5
COC(=O)c1ccc(Oc2c(F)c(F)nc(N3CCOCC3)c2F)cc1 | 3 | -3 | 14 | -10 | -10 | 98 | 1 | 100 | 2
O=C(CNC(=S)NC(=O)c1cccc([N+](=O)[O-])c1)c1ccccc1 | -1 | -1 | 25 | -5 | 2 | 103 | 1 | 103 | 6
CCOC(=O)c1cc2cc(OC)ccc2nc1C | 3 | 3 | -61 | -1 | 26 | 99 | 0 | 98 | -3
CNS(=O)(=O)c1cc2c3c(cccc3c1)C(=O)NC2=O | -2 | 6 | 26 | 1 | 3 | 103 | 1 | 104 | 1
CO/C([O-])=N/c1c[n+](-c2ccc(Cl)cc2)no1 | 3 | 0 | 7 | 3 | 4 | 106 | -3 | 109 | 0
CN(C(=O)CN1C(=O)/C(=C/c2ccccc2Cl)SC1=S)C1CCS(=O)(=O)C1 (stereo unspecified) | 0 | -1 | 20 | 8 | -9 | 99 | 0 | 99 | -5
O=S(=O)(NC1CC1)c1ccc(S(=O)(=O)N2CCCC3(CCCCC3)C2)cc1 | 4 | 1 | -8 | -4 | 22 | 98 | -10 | 94 | -4
O=C(COC(=O)c1ccccn1)Nc1cc(Cl)ccc1Cl | 1 | 5 | x | -11 | -8 | 100 | 5 | 96 | 2
Cc1ccc(-n2nnnc2CS(=O)(=O)c2ccccc2)c(C)c1 | -3 | 10 | 7 | -3 | 13 | 111 | 4 | 107 | -3
FC(F)(F)c1cc(C(F)(F)F)c2ccc(N3CCN(c4ccc(Cl)cc4)CC3)nc2n1 | 5 | 6 | -6 | -1 | -4 | 104 | 9 | 103 | -10
CN1CCN(C(=O)C23CCC(C)(c4nc5ccccc5nc42)C3(C)C)CC1 (stereo unspecified) | 3 | -2 | 19 | -12 | 20 | 101 | -3 | 104 | -10
Cc1ccc(CN2CCS(=O)(=O)CC2)cc1 | 0 | 10 | 10 | -10 | 10 | 108 | 5 | 105 | -16
CC(C)CN1CCN(Cc2cccc3cccnc23)CC1CCO (stereo unspecified) | 3 | -5 | -6 | 4 | -5 | 99 | -1 | 114 | -1
COc1ccc(Cn2c(=S)[nH]c3cc(C(=O)N4CCCCC4)ccc3c2=O)cc1 | 5 | -5 | -4 | -16 | 8 | 92 | -1 | 98 | 8
CNC(=O)c1[nH]cnc1C(=O)N[C@@H](CC(C)C)C(=O)OC(C)(C)C | 0 | 4 | 8 | -14 | 3 | 103 | 0 | 93 | -5
CCOc1ccc(NC(=O)c2ccc(OC)cc2)cc1 | -2 | 6 | 24 | -4 | -14 | 112 | 0 | 126* | -2
N#Cc1ccc(NC(=O)c2cc(-c3cccs3)on2)cc1 | 5 | -3 | -4 | -20 | 21 | 103 | 3 | 101 | -6
Cc1nc(CN2CCOCC2)cc(=O)[nH]1 | 2 | -16 | 29 | -14 | 2 | 2.0*[inhibitor] | 5 | 2.0*[inhibitor] | -13
CC(Sc1nc(N2CCOCC2)nc(N2CCOCC2)n1)C(=O)Nc1ccccc1 (stereo unspecified) | -2 | 3 | -16 | -19 | 12 | 101 | 1 | 101 | -2
CN(C)CC(C)(C)CNS(=O)(=O)c1ccc(Cl)cc1 | 1 | -1 | 26 | 14 | -6 | 104 | -3 | 103 | -12
COCCNC(=O)C1CC(c2cccc([N+](=O)[O-])c2)=NO1 (stereo unspecified) | -3 | 2 | -10 | 1 | 28 | 95 | 4 | 101 | 2
CN(c1ccccc1)C1CCCCC1NS(=O)(=O)c1ccc(Cl)cc1 (stereo unspecified) | -1 | -2 | 19 | 3 | -17 | 94 | -4 | 93 | 6
CCCNC(=O)C(Cc1ccccc1)NS(=O)(=O)c1ccc2c(c1)c(=O)n(C)c(=O)n2C (stereo unspecified) | -3 | -6 | 21 | -4 | 3 | 100 | 2 | 101 | 8

Profiles, looked up by structure.
`COc1ccc(N2CCN(S(=O)(=O)c3c(C)nc4sccn4c3=O)CC2)cc1` as listed: IDE cell activ: 4; MEKK2 mut-MEK5: 0; NALP1 yeast inh: 1; pCIP destab: 0; UBC9 SUMO inh: 9; MEKK2 WT-MEK5: 99; IDE cell inh: -3; MEKK3 PB1 HTS: 103; PfM18AAP inh: -5
`O=C(COC(=O)c1ccccn1)Nc1cc(Cl)ccc1Cl` as listed: IDE cell activ: 1; MEKK2 mut-MEK5: 5; NALP1 yeast inh: x; pCIP destab: -11; UBC9 SUMO inh: -8; MEKK2 WT-MEK5: 100; IDE cell inh: 5; MEKK3 PB1 HTS: 96; PfM18AAP inh: 2

New compounds follow
SMILES | IDE cell activ | MEKK2 mut-MEK5 | NALP1 yeast inh | pCIP destab | UBC9 SUMO inh | MEKK2 WT-MEK5 | IDE cell inh | MEKK3 PB1 HTS | PfM18AAP inh
OCCNCc1ccc(OCc2ccc(Cl)cc2Cl)cc1 | -5 | 27 | 20 | 5 | 8 | 138* | -1 | 101 | -7
CCCCN(CCCC)Cc1ccc(C(=O)NNC(=O)Nc2ccccc2)o1 | 3 | 2 | 2 | -1 | 0 | 107 | -5 | 102 | 9
Cn1cnc2c1c(=O)n(Cc1ccc(F)cc1Cl)c(=O)n2C | 2 | 2 | -1 | -7 | 8 | 106 | 5 | 105 | 5
O=C(O)C1C(c2ccccc2)C(C(=O)OCCCO)C1c1ccccc1 (stereo unspecified) | 4 | -3 | 4 | 8 | 6 | 98 | 8 | 99 | 9
Cc1ccc(NC(=S)Nc2ccc(S(=O)(=O)N3CCOCC3)cc2)cc1S(=O)(=O)N1CCOCC1 | -2 | -5 | -27 | 7 | -1 | 101 | 5 | 110 | 0
COc1cc(C(=O)NC(=S)N(C)Cc2ccccc2)cc(OC)c1OC | x | -2 | 18 | 1 | 1 | 100 | -1 | 98 | -1
CC(=O)Oc1cccc(C2C3=C(CC(C)(C)CC3=O)Nc3ccccc3N2C(C)=O)c1 (stereo unspecified) | 1 | 0 | 3 | 10 | 6 | 107 | 4 | 102 | 3
